hDAT+cocaine = changed hDAT dopamine uptake under cocaine IC80, either direction, primary screen, cocaine antagonist project, cell-based, LLC-PK1 hDAT, [14C]-dopamine uptake, MLSMR | LLC-PK1 hDAT cells, [14C]-dopamine uptake with cocaine IC80; actives deviate in either direction | Sodium-dependent dopamine transporter (Homo sapiens), Q01959 | B-score at 10 µM | 110,000 compounds, 1.3% hits;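 active = Z score or B-score, a plate-position-corrected score, falls beyond the plate's 99.7% confidence bounds, in either direction; inactive = both scores lie inside the 99.7% bounds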;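 also: scored against the spread of the other compound wells on the same plate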
VCAM1 TNFa inh = inhibitors of TNFa-induced VCAM1 expression, primary screen, imaging, HUVEC, TNFa stimulus, immunofluorescence. AID 802, 2007. 95,000 compounds, 0.48% hits. HUVEC TNFa-induced VCAM-1 immunofluorescence, high-content imaging. inhibition, % at 2 µM;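 active = inhibition above the batch mean plus 3 SD, with images confirmed as a hit by eye, cut at about 37% in these data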;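 also: 0% = TNF-stimulated DMSO wells and 100% = unstimulated control wells; not every result past the cut was called active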
E coli WT exp = growth inhibitors of wild-type E. coli, primary screen, strain BW25113, expanded library, OD600. OD600 absorbance. growth inhibition, % at 100 µM. 98,000 compounds, 0.15% hits. AID 710, 2007;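 active = growth inhibition above about 50% at one test dose, limit read from the data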;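 also: growth measured after 20 h incubation at 37 °C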
PLK1 PBD inh = Plk1 polo box domain binding inhibitors, primary screen, biochemical, fluorescence polarization; Serine/threonine-protein kinase PLK1 (Homo sapiens), P53350; Plk1 PBD phosphopeptide binding; inhibition, %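 (tested at about 20 µM)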; 97,000 compounds, 0.13% hits; AID 693, 2007; in the data active = inhibition above about 34%, passing the limit was not always enough
TNFa cytotox = cytotoxicity in TNFa-stimulated HUVEC, primary screen, cytotoxicity control for VCAM1 expression modulator project, imaging, Hoechst nuclei count; HUVEC TNFalpha-stimulated, Hoechst cell count; cell count reduction, % at 2 µM; 93,000 compounds, 0.17% hits; AID 848, 2007;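 active = cell count reduction exceeding the screen mean by over 5 SD, scaled to untreated wells per plate, cut at about 78% in these data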;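 also: cells counted after 24 h of TNF alpha exposure following the 1 h pretreatment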
PLK1 kinase inh = human PLK1 kinase inhibitors, primary screen, biochemical, TR-FRET; AID 619, 2007; recombinant PLK1 kinase, TR-FRET peptide phosphorylation; 97,000 compounds, 0.53% hits; Serine/threonine-protein kinase PLK1 (Homo sapiens), P53350; inhibition, % at 10 µM;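 active = inhibition of 50% or more in the single-concentration screen; inactive = inhibition below 50%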;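 also: 0% = DMSO max control and 100% = H-89 dihydrochloride min control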
F-actin modifier = modifiers of F-actin cytoskeleton organization, primary screen, imaging, HUVEC, phalloidin staining, high-content imaging | HUVEC TNFa F-actin phalloidin imaging | inhibition, % at 2 µM | AID 836, 2007 | 91,000 compounds, 0.18% hits;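 active = inhibition above the batch mean plus 3 SD and confirmed as a hit by visual image inspection, cut at about 30% in these data, passing the limit was not always enough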; also: strong numbers were not always called active
sEH inhibitor = soluble epoxide hydrolase inhibitors, primary screen, biochemical, human sEH | recombinant human sEH enzymatic activity assay | Bifunctional epoxide hydrolase 2 (Homo sapiens), P34913 | 91,000 compounds, 0.34% hits | inhibition, % at 2 µM | AID 707, 2007; in the data active = inhibition above about 80%; also: values of inactives mirror those of a sister screen read the other way; many of its hits are not listed in these tables
Target sequence (P34913 whole entry, looked up): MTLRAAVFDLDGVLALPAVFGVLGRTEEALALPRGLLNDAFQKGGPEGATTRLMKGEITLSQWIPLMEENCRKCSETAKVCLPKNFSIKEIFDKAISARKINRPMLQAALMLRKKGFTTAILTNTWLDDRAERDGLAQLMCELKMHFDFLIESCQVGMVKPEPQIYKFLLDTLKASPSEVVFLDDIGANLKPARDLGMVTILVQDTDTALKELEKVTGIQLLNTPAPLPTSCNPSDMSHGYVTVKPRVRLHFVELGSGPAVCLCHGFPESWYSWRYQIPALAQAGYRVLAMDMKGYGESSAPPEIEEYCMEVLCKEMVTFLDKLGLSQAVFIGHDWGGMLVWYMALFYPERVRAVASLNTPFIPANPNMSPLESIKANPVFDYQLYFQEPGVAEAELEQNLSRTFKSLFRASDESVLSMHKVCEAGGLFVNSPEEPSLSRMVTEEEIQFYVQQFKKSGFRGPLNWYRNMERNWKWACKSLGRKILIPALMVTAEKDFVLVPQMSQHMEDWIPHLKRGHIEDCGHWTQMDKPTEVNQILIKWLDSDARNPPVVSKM
HUVEC tox IL1B = cytotoxicity in IL-1B stimulated HUVEC, primary screen, cytotoxicity control for IL-1B NFkB translocation project, imaging, Hoechst nuclear count, IL-1B stimulus | HUVEC cell count loss | cell count reduction, % at 2 µM | 94,000 compounds, 0.41% hits;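 active = cell count reduction more than 3 SD above the screen-wide mean, cut at about 70% in these data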;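 also: normalized per plate to untreated control cells as the no-loss baseline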
Active calls of the source: *; / = not tested or not shown. The order is random (roughly 3.4% active in at least one column).

#	compound	sEH inhibitor	VCAM1 TNFa inh	PLK1 kinase inh	hDAT+cocaine	E coli WT exp	F-actin modifier	PLK1 PBD inh	TNFa cytotox	HUVEC tox IL1B
1	CCOC(=O)N1CCC(NS(=O)(=O)c2ccc3c(c2)CCN3C(C)=O)CC1	2	16	-41	-1.1	-14	-16	3	-9	-14
2	O=C(Nc1nnc(SCC(=O)N2CCCCC2)s1)C1CCCCC1	19	2	-14	-0.48	-1	-3	-22	-15	-5
3	c1ccc2c(c1)oc1c(Nc3ccc(CN4CCOCC4)cc3)ncnc12	7	0	24	3.1	5	25	-24	-8	2
4	Cc1cccc(-n2ncc3c(Nc4c(C)n(C)n(-c5ccccc5)c4=O)ncnc32)c1	-6	-18	-5	-0.32	-3	/	-29	-24	-45
5	O=C(c1ccco1)N1CCN(Cc2cccnc2)CC1	-2	5	-10	-1.2	-7	-3	-16	-21	-18
6	Cc1cc(C(=O)Nc2c(C)n(C)n(-c3ccccc3)c2=O)on1	0	31	-1	-0.94	0	5	-6	-7	3
7	Cn1ncc(C#N)c1NC(=O)c1nn2cccnc2c1Cl	3	4	-8	-0.89	-2	-18	-20	15	12
8	CCc1nc(N)c(C#N)c(-c2ccccc2OC)c1C	2	/	-4	0.25	-8	-12	-4	/	-37
9	COc1cccc(NC(=O)COC(=O)c2c3c(nc4ccccc24)CCC(C)C3)c1 (stereo unspecified)	-8	-4	-9	-0.77	-7	-11	-9	11	-10
10	CCN(CC)CCCNc1nc(-c2ccccc2)nc2ccccc12	7	8	-8	0.094	/	0	4	-27	-30
11	Cc1cccc(NC(=O)N2CCN(Cc3ccccc3)CC2)c1	8	-24	-7	-0.19	/	-3	-29	-26	-21
12	CN(C)S(=O)(=O)N1CCc2ccccc2C1	-7	1	-5	-1.7	2	-31	-35	3	-4
13	Cc1csc(NC(=O)C(Cc2ccccc2)n2cccc2)n1 (stereo unspecified)	-2	19	-7	0.25	5	-7	0	-6	-38
14	Clc1ccc(-n2ncc3c(NCCCn4ccnc4)ncnc32)cc1	-12	4	-20	0.5	-4	13	3	-2	11
15	Cc1cc(=O)oc2cc(NC(=O)C3CC(=O)N(Cc4ccccc4)C3)ccc12 (stereo unspecified)	7	37	-8	0.24	0	15	-23	-10	6

4 entries already listed, arranged by their value in hDAT+cocaine, highest first:
nr | mol | hDAT+cocaine
14 | Clc1ccc(-n2ncc3c(NCCCn4ccnc4)ncnc32)cc1 | 0.5
8 | CCc1nc(N)c(C#N)c(-c2ccccc2OC)c1C | 0.25
4 | Cc1cccc(-n2ncc3c(Nc4c(C)n(C)n(-c5ccccc5)c4=O)ncnc32)c1 | -0.32
2 | O=C(Nc1nnc(SCC(=O)N2CCCCC2)s1)C1CCCCC1 | -0.48

Returning to the listing, repeating the 2 entries before the break.
#	compound	sEH inhibitor	VCAM1 TNFa inh	PLK1 kinase inh	hDAT+cocaine	E coli WT exp	F-actin modifier	PLK1 PBD inh	TNFa cytotox	HUVEC tox IL1B
14	Clc1ccc(-n2ncc3c(NCCCn4ccnc4)ncnc32)cc1	-12	4	-20	0.5	-4	13	3	-2	11
15	Cc1cc(=O)oc2cc(NC(=O)C3CC(=O)N(Cc4ccccc4)C3)ccc12 (stereo unspecified)	7	37	-8	0.24	0	15	-23	-10	6
16	O=C(Cn1nnc(-c2ccc(Cl)cc2)n1)NC1CCN(Cc2ccccc2)CC1	8	-16	-2	0.13	-13	21	-10	-18	19
17	COc1ccc(NC(=O)C2CCN(C(=O)c3cccs3)CC2)cc1	10	4	-3	0.42	3	8	-13	-9	8
18	Cn1c(=O)[nH]c(=O)c2c1ncn2CCN1CCCCC1	5	-4	-16	-0.53	-1	-26	43	-5	1
19	CC1OC23CCCCC2C(C#N)(C(=N)O3)C1(C#N)C#N (stereo unspecified)	-12	-8	-6	1.2	/	8	-3	2	6
20	O=C(CSc1nc2ccsc2c(=O)n1NC(=O)c1ccccc1)NCc1ccco1	-4	6	-8	-0.053	-2	/	37	-16	-38
21	Cc1ccccc1C(=O)Nc1cccc(C#N)c1	4	-11	-9	1.3	/	1	-3	-5	13
22	CCOC(=O)c1cnn(-c2cccc(Cl)c2)c1N	-19	-1	5	0.35	8	0	14	14	23
23	CC1Cc2ccccc2N1C(=O)c1cnc2n(c1=O)CCS2 (stereo unspecified)	/	/	70*	0.58	1	/	8	/	/
24	CC1(C)N=C(N)NC(Nc2ccccc2)=N1	-2	2	-13	0.88	-2	-28	11	2	5
25	O=C(NS(=O)(=O)c1ccccc1)c1ccccc1	-3	8	-5	-0.82	5	/	-23	-21	-3
26	O=[N+]([O-])c1cn(Cc2ccc(Cl)cc2)cn1	-2	-2	-12	-0.98	7	8	-2	-13	/
27	COc1ccc2c(c1)C(=O)N(c1ccccc1OC)C(=O)C2(C)C	-4	-27	-8	-0.59	9	-2	-54	-24	13
28	CC(=O)c1coc2ccc(OCC(=O)O)cc12	3	7	0	0.25	-1	13	9	-6	-13
29	CCOC(=O)c1ccc(NC(=O)Cn2nnc3ccccc32)cc1	/	57	7	0.72	1	-21	-6	74	-1
30	CS(=O)(=O)N1CCN(c2ccccc2NC(=O)c2cccc3ccccc23)CC1	-12	-13	-9	-0.36	/	-1	-15	-34	5
31	CCOC(=O)C1=C(C)C(c2ccccc2OC)NC(=O)N1 (stereo unspecified)	1	-14	-3	-0.065	-8	-25	-3	54	5
32	CC(=O)Nc1ccc(S(=O)(=O)N2CCN(CCCOc3cc(C)ccc3C)CC2)cc1	32	23	-11	1.7	1	-9	-5	2	12
33	COc1ccc(/C=N/n2c(SC)nnc(C(C)(C)C)c2=O)cc1	11	12	-6	-0.52	-9	-13	-9	-8	-1
34	O=S(=O)(c1ccc(F)cc1)N1CCN(c2ccccc2)CC1	5	-10	0	-0.83	4	/	-18	7	-12
35	Cn1c(CSc2nc3ccccc3s2)nc2ccccc21	-1	-10	4	0.8	-7	14	11	-1	-11
36	Cn1nc([N+](=O)[O-])c2c(-c3nc4ccccc4s3)c(N)n(C3CCCCC3)c2c1=O	1	10	-2	-0.062	-1	/	-8	-41	-10
37	COc1cccc(CN2CCNC(=O)C2CC(=O)O)c1OC (stereo unspecified)	/	4	1	-0.54	2	9	-3	-33	14
38	COc1ccc(S(=O)(=O)NCc2ccccn2)cc1Cl	4	-3	-7	-0.026	4	5	21	-14	-35
39	CCCc1nnc(NC(=O)c2cccs2)s1	-3	6	-6	0.067	-1	9	-6	-32	-11
40	O=[N+]([O-])c1ccc(C(=S)N2CCN(Cc3ccccc3)CC2)cc1	-4	-3	-4	-0.046	-14	-6	-15	4	-32
41	COC(=O)C(C)N(C#N)c1nc(C)cc(C)n1 (stereo unspecified)	-1	16	-9	-0.76	-3	-4	10	-20	-29
42	CCCCCCC(=O)N1CCN(c2cc3c(cc2F)c(=O)c(C(=O)O)cn3CC)CC1	1	0	-3	1.3	/	-12	8	-10	31
43	COc1ccc(-c2sccc2C(C)C(=O)O)cc1 (stereo unspecified)	5	12	-2	/	-2	-4	11	-2	6
44	CCOC(=O)C1=C(c2ccccc2)N=c2s/c(=C\c3ccco3)c(=O)n2C1c1cccs1 (stereo unspecified)	-5	/	-12	/	-19	/	28	/	-87
45	Cc1c(NC(=O)c2cc3nc(-c4ccc(Cl)cc4)cc(C(F)(F)F)n3n2)c(=O)n(-c2ccccc2)n1C	4	2	0	0.87	/	-3	-25	-8	-4

A draw from above in order of number of heavy atoms, lowest first.
#	compound	sEH inhibitor	VCAM1 TNFa inh	PLK1 kinase inh	hDAT+cocaine	E coli WT exp	F-actin modifier	PLK1 PBD inh	TNFa cytotox	HUVEC tox IL1B
43	COc1ccc(-c2sccc2C(C)C(=O)O)cc1 (stereo unspecified)	5	12	-2	/	-2	-4	11	-2	6
40	O=[N+]([O-])c1ccc(C(=S)N2CCN(Cc3ccccc3)CC2)cc1	-4	-3	-4	-0.046	-14	-6	-15	4	-32
32	CC(=O)Nc1ccc(S(=O)(=O)N2CCN(CCCOc3cc(C)ccc3C)CC2)cc1	32	23	-11	1.7	1	-9	-5	2	12

The results go on.
#	compound	sEH inhibitor	VCAM1 TNFa inh	PLK1 kinase inh	hDAT+cocaine	E coli WT exp	F-actin modifier	PLK1 PBD inh	TNFa cytotox	HUVEC tox IL1B
46	Cc1nc(NC(=O)CSc2nnnn2C)sc1C	4	5	-14	-0.08	/	8	17	-8	-3
47	O=C(NCc1ccc(Cl)cc1)c1cc2c(nc3sccn32)s1	13	11	-4	-0.047	-3	/	4	-37	-23
48	Cn1c(=O)n(C)c2cc(NS(C)(=O)=O)ccc21	1	/	-1	-0.62	4	/	21	/	/
49	COc1ccc(-c2[nH]ncc2/C=N\NS(=O)(=O)c2ccccc2)cc1OC	-3	-1	-11	/	7	17	17	-27	-7
50	CN(C)c1ccc(C=Nc2ccccc2C(N)=O)cc1	8	1	-13	/	5	6	11	-24	-15
51	COC(=O)c1nnn(-c2nonc2N)c1CSc1ccc(Cl)cc1	/	10	3	-0.079	-11	-1	-2	-6	-2
52	CCC(NS(=O)(=O)c1ccc(C)cc1)C(=O)Nc1ccc(NC(C)=O)cc1 (stereo unspecified)	12	15	-6	0.5	1	11	14	-4	-5
53	COc1ccc(S(=O)(=O)Nc2nc3n(n2)C(c2ccc(Cl)cc2)CC(=O)N3)cc1 (stereo unspecified)	-3	39*	-6	/	3	/	0	2	-6
54	Cc1ccc(NCCNc2ccc(C)cc2)cc1	-1	4	-12	2	7	22	5	-22	-33
55	CC(C)CC(=O)N1CCN(Cc2ccc3c(c2)OCO3)CC1	8	14	-2	-0.15	6	10	18	-15	-2
56	O=C1NC(=O)C(Nc2cccc3ccccc23)S1 (stereo unspecified)	-12	-20	-11	-0.33	/	-17	-12	-8	-2
57	COCc1cc(=O)n2[nH]c(-c3cccc(Br)c3)cc2n1	6	3	-9	0.31	-3	-26	1	8	-7
58	CCOc1[nH]c(/N=C/c2ccco2)c(C#N)c1C#N	1	-16	-3	/	-4	16	-39	-7	-97
59	CCCn1c(NCc2cc(OC)ccc2OC)nc2ccccc21	/	24	-10	1.2	3	-10	2	-36	-22
60	O=C(NCc1ccco1)c1cc(-c2ccccc2)c(N2CCOCC2)s1	2	-7	5	0.0083	3	/	-12	-22	4
61	Cc1ccc(S(=O)(=O)NCC(=O)OCN2C(=O)c3ccccc3C2=O)cc1	-6	-14	4	-0.4	4	-4	-18	1	-38
62	CCOc1c(N2CCCCC2)c(=O)c1=O	-8	18	5	-0.02	1	-33	9	-13	-11
